# Bioassay records as filed in PubChem BioAssay.
# Pol beta inh: blocks human DNA polymerase beta activity. 1.3% of 340,000 active. Potency, µM (series often up to 114 µM), without a hit: at the highest dose activity change, negative = inhibition, actives largely listed as inhibitors. Pol beta primer extension/strand displacement, fluorescence kinetic. AID 485314; further: potency means the concentration at half of the fitted maximal effect; on the % scale 0 is the no-effect control and ±100 the full control effect
#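 Human Pol beta at 10 nM; strand-displacement substrate 50 nM final. Compound exposure 15 min at room temperature before start, reaction 10 min at room temperature.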
# Apoferritin bind: binds horse apoferritin like a general anesthetic | apoferritin/1-aminoanthracene competitive binding, fluorescence | Potency, µM (titrated, usually from 77.5 µM), for inactives: top-dose activity change, negative = displacement, hits mostly inhibitors | 0.074% of 350,000 active; further: potency means the concentration at half of the fitted maximal effect; on the % scale 0 is the no-effect control and ±100 the full control effect; nearly all actives have a fitted effect of over 20% in size
#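 Horse-spleen apoferritin (10 uM) in 50% saturated 1-aminoanthracene in PBS was incubated 10 min at room temperature with compound. Fluorescence (ex 380, em 535 nm) was normalized to free and bound 1-AMA, with concentration-response fitted by a four-parameter Hill equation.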
# APE1 inh: inhibitors of human APE1 endonuclease | recombinant APE1, TAMRA/BHQ-2 abasic DNA cleavage fluorescence | 0.35% of 350,000 active | Potency, µM (highest dose often 65.8 µM), without a hit: at the highest dose activity change, negative = inhibition, most hits filed as inhibitors | P27695;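 further: potency means the concentration at half of the fitted maximal effect; plate controls were vehicle for no effect and reference inhibitor for full effect; nearly all actives have a fitted effect of over 55% in size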
#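 Compound pre-exposure to 0.75 nM APE1, 15 min at ambient temperature. Reaction initiated with 50 nM TAMRA/BHQ-2 THF substrate, read immediately in kinetic mode, 525 nm excitation, 598 nm emission.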
# ERG-DNA inh: blocks human ERG Ets domain binding to DNA; Potency, µM (top dose mostly 76.9 µM), for inactives: at the top dose FP activity, negative = inhibition, usual class: inhibitors; 0.028% of 370,000 active; P11308; fluorescence polarization, His-ERG Ets domain / labelled DNA; AID 624246; active means well fitted inhibition curve with a large enough effect in the polarisation, with a control signal flat; inconclusive means small, poorly fitted or top-dose-only effect, or effect the other way, or a change in a side signal; inactive means no such curve, though single readings can be large or run the other way; the % refers to the polarisation;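 further: polarization taken with two DNA probes labelled with fluorescein and Texas red; potency means the concentration at half of the fitted maximal effect; % of control where 0% means no effect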
#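 His-tagged ERG Ets domain (1 uM in the protein solution; 300mM KCl, 50mM Tris-HCl, 1mM EDTA, 1mM DTT, pH 7.5) received compound, then a probe mix of 5 nM fluorescein-DNA and 100nM Texas-615-DNA. Fluorescence polarization was read for both dyes.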
# LDHA block: LDHA (human) enzyme inhibition; purified LDHA, NADH/diaphorase-resazurin fluorescence; stronger effect = lower value; 0.15% of 480,000 active; activity change, % (values are at about 110 or 230 µM); P00338; in the data active means activity change below about -30%; inconclusive means mostly about -25% to -30%;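 further: plate controls were DMSO wells for no effect and wells without enzyme for full effect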
#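 Remaining NADH was detected by diaphorase (0.133 mg/mL) converting 37 µM resazurin to fluorescent resorufin, read at 0 and 20 minutes. The preceding 5-minute room-temperature reaction used 2 nM LDHA, 0.2 mM sodium pyruvate and 0.06 mM NADH at pH 7.4.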
# RGS4 inhibitor: blocks human RGS4-accelerated GTP hydrolysis; P49798; Transcreener GDP fluorescence polarization, RGS4-accelerated GTP hydrolysis; Potency, µM (top dose mostly 114 µM), for the others: at the top dose activity change, negative = inhibition, actives largely listed as inhibitors; 0.039% of 390,000 active; further: potency means the concentration at half of the fitted maximal effect; on the % scale 0 is the no-effect control and ±100 the full control effect; nearly all actives have a fitted effect of over 75% in size; some results filed as inactive show a strong effect at the top dose
# Target sequence (P49798 whole entry, looked up): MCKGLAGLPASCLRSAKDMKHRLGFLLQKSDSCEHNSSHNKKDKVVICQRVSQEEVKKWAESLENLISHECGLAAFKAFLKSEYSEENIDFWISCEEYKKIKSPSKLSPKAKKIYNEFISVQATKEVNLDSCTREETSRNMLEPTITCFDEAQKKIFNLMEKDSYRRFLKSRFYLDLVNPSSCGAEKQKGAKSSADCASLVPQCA
#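 MLSMR compounds (23 nl, pin-transferred) preincubated 10 min at room temperature with a 500nM (2x) first reagent, then RGS4 at 900nM (2x) plus Transcreener GDP mix added; fluorescence polarization (620/688 nm) read before and after 90 min at 30 °C.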
# POLK inh: DNA polymerase kappa (human) inhibition. Potency, µM (doses to about 107 µM), without a hit: at the highest dose activity, negative = inhibition, actives largely listed as inhibitors. 0.53% of 400,000 active. purified Pol kappa, fluorescent DNA synthesis assay, 10 min. AID 588579. Q9UBT6; further: potency means the concentration at half of the fitted maximal effect; on the % scale 0 is the no-effect control and ±100 the full control effect
# Target sequence (Q9UBT6 whole entry, looked up): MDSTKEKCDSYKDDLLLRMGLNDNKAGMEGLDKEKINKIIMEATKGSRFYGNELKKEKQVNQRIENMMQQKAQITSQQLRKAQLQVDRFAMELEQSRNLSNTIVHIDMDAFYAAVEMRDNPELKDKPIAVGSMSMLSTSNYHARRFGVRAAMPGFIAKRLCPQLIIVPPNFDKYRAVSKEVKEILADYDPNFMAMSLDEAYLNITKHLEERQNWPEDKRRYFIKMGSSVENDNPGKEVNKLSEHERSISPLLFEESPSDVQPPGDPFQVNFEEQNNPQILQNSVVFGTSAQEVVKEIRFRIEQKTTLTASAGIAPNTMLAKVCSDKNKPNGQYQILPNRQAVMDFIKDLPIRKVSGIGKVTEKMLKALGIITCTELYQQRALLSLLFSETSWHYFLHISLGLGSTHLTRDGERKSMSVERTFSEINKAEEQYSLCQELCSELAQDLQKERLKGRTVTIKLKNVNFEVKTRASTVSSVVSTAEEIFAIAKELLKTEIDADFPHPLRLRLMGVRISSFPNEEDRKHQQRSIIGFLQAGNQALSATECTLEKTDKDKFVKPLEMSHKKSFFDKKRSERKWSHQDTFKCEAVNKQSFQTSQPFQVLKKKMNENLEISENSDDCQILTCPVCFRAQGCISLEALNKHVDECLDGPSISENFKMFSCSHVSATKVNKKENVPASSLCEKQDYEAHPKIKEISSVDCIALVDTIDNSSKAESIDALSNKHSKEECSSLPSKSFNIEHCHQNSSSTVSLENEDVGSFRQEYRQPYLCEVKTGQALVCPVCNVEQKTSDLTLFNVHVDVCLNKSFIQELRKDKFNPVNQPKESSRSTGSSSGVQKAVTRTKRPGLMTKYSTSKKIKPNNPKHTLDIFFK
#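 Enzyme at 10 nM met test compounds for 15 min at room temperature. Substrate addition (50 nM final) began the reaction, which was monitored by fluorescence at 0 and 10 min.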
# ALOX12 inh: ALOX12 (human) lipoxygenase inhibition. AID 1671190. Potency, µM (titrated, usually from 108 µM), for inactives: at the highest dose activity change, negative = inhibition, most hits filed as inhibitors. 1.1% of 580,000 active. purified 12hLO, xylenol orange hydroperoxide absorbance; further: potency means the concentration at half of the fitted maximal effect; on the % scale 0 is the no-effect control and ±100 the full control effect
#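 Hydroperoxide product was detected by ferrous iron/xylenol orange as the 573 to 405 nm absorbance ratio. Arachidonic acid at 40 uM (final) was turned over for 30 min at room temperature by 150 nM human 12hLO, pH 7.0 Hepes buffer, after 15 min compound preincubation.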
# POLH inh: inhibitors of human DNA polymerase eta | recombinant Pol eta, fluorescent DNA replication assay | 1.2% of 390,000 active | Potency, µM (series often up to 114 µM), without a hit: at the highest dose activity change, negative = inhibition, most hits filed as inhibitors; further: potency means the concentration at half of the fitted maximal effect; on the % scale 0 is the no-effect control and ±100 the full control effect
#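 Fluorescent replication assay: 50 nM final substrate added after a 15 min room-temperature compound preincubation with 10 nM enzyme. Signal taken at 0 min and again at 10 min.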
# * = called active by the depositor; ? = inconclusive; · = no result given; & = joins results of further samples; [ ] = remark or other dose. Unless noted, the call rests on the fitted dose curve; in most records, active means well fitted curve in the direction sought with a large enough effect; inconclusive means small, poorly fitted or top-dose-only effect, or another doubt; inactive means no such curve, though single readings can be large; an effect the other way counts as inactive or inconclusive. The list is partial; rates above refer to the full screens.
# Order of values: Pol beta inh, Apoferritin bind, APE1 inh, ERG-DNA inh, LDHA block, RGS4 inhibitor, POLK inh, ALOX12 inh, POLH inh
1	CCN(C(=O)COC(=O)c1ccc(OCc2c(C)noc2C)cc1)c1ccccc1
  28%, -11%, 14%, -11%, -7, -7%, -9%, -1%, -10%
2	FC(F)Oc1ccc(NC(=S)NCc2ccco2)cc1Cl
  -2%, -24%, -7%, 5%, -4, -36%, -4%, ?, -16%
3	C1=C(c2ccccc2)CCN(c2ncnc3nc[nH]c23)C1
  0%, 8%, 1%, -9%, -2, 3%, -3%, 24%, -8%
4	CCOc1ccc(OCCC(=O)OCC(=O)N(CC)c2c(N)n(Cc3ccccc3)c(=O)[nH]c2=O)cc1
  ·, ·, ·, 5%, -12, 22%, -5%, -3%, -7%
5	O=C(CN1C(=O)COc2ccc(S(=O)(=O)N3CCCCCC3)cc21)N1CCN(c2ccc(Cl)cc2)CC1
  -2%, 4%, ·, 1%, 2, 7%, 5%, -24%, -13%
6	Cc1cccc(C(=O)NNC(=O)c2ccccc2[N+](=O)[O-])c1
  ?, 1%, 7%, -9%, -10, 1%, -10%, 22%, 7%
7	CCOC(=O)C1=C(C)NC(C)=C(C(=O)OCC)C1C(=O)OCC(=O)N(C)C1CCS(=O)(=O)C1 (centres undefined)
  20%, 2%, -3%, 2%, 3, 2%, 4%, -5%, -17%
8	CCOc1ccc(C(=O)c2cn(Cc3ccccc3OC)c3cc4c(cc3c2=O)OCCO4)cc1
  1%, -12%, ·, -1%, -7, 15%, -1%, -14%, -16%
9	CCOC(=O)c1c(C)nc2c(c1-c1ccc(OC)c(OC)c1)C(=O)c1ccccc1-2
  46%, -16%, ?, ·, -1, 8%, -13%, 0%[57.4 µM], -10%
10	C/C(=N\OCC(=O)Nc1ccc2c(c1)OCCO2)c1ccc2c(c1)OCCO2
  5%[57.1 µM], ?, -4%, -4%, -4, 9%, -4%, -6%, 1%
11	O=S(=O)(c1ccc(F)cc1)N1CCCNCC1
  15%, -2%, -13%, -13%, -1, 12%, 7%, 0%, -2%
12	O=C(Cc1ccccc1)Nc1sc2c(c1C(=O)Nc1ccccc1Cl)CCC2
  10%, 34%[activator], ·, 1%, -7, 4%, -1%, -16%, -1%
13	CCOC(=O)n1c(=O)n(Cc2cccc(F)c2)c2ccccc21
  2%, -16%, -3%, -2%, -2, -14%, -4%, -1%, -13%
14	COc1ccc(CNC(=O)C2=C(C)C(=O)OC23CCN(C(C)=O)CC3)cc1
  6%, ?, ·, -1%, 0, -18%, -1%, -15%, -15%
15	CN(C(=O)CN1C(=O)S/C(=C\c2cccc(Cl)c2)C1=O)C1CCS(=O)(=O)C1 (centres undefined)
  4%, -1%, 3%, -3%, -16, 2%, -13%, -5%, -16%
16	O=[N+]([O-])c1ccc(CSc2nnc(Cc3ccccc3)n2-c2ccc(F)cc2)cc1
  1%, ?, 5%, 2%, 3, -6%, -10%, ?, -26%
17	Cn1cnc([N+](=O)[O-])c1S(=O)(=O)Oc1ccc(Cl)cc1
  ·, ·, ·, -9%, -8, -13%, 3%, 1%, 2%
18	CCOC(=O)C1(Cc2cccc(Cl)c2)CCCN(C(=O)c2c(CC)noc2C)C1 (centres undefined)
  -1%, -13%, 48%[activator], 1%, -6, 11%, -10%, 21%, -8%
19	Cc1csc2c(SCC(=O)NNS(=O)(=O)c3cccc(C(F)(F)F)c3)ncnc12
  -4%, -1%, -3%, 8%, -3, -16%, -21%, ?, -8%
20	CCCn1c2ccccc2c2cnn(CC(=O)NC3CCCCC3C)c(=O)c21 (centres undefined)
  0%, -5%, 61%[activator], 1%, -13, 31%, -12%, -1%, -5%
21	Cc1ccccc1-c1noc(-c2ccc(NCc3cccnc3)c([N+](=O)[O-])c2)n1
  5%, -10%, ·, 0%, -8, -12%, -18%, -11%, -2%
22	Cc1ccc(OCCn2c(=O)n(C)c3ccccc32)cc1
  -15%, -9%, 3%, -3%, -5, -16%, -4%, 2%, -16%
23	CCCS(=O)(=O)N1CCN(S(=O)(=O)c2ccccc2)CC1
  -2%, -3%, 0%, 3%, -5, 21%, -18%, 4%, 2%
24	Clc1ccccc1-c1nnc(-c2cccnc2)o1
  0%, -8%, 10%, 13%, 0, -17%, 2%, 10%, -14%
25	COc1ccc(C(=O)Nc2cccc(C(=O)N/N=C/c3ccc(OC)cc3OC)c2)cc1
  -19%, 1%, 8%, 7%, -4, -7%, -15%, 8%, -17%
26	O=C(CCC(=O)c1ccccc1)NCCOc1ccccc1
  -1%, -18%, 3%, -4%, -11, 52%, -12%, 4%, -7%
27	O=C(CSc1cccs1)Nc1cccc2ccccc12
  11%, -6%, -2%, 1%, 1, 2%, -2%, -6%, -16%
28	CCOC(=O)c1ccc(N/C=C/C(=O)c2ccco2)cc1
  1%, 2%, 3%, ·, 3, -20%, -2%, -3%, -4%
29	O=C(Nc1cc(Cl)ccc1Cl)c1ccc(-c2ccccc2)cc1
  -21%, -8%, -2%, 3%, -8, -9%, -6%, -14%, 2%
30	COc1cccc(CCN2C(=O)C(=O)N([C@@H](CNCc3ccccc3)Cc3ccccc3F)C[C@@H]2C(C)(C)C)c1
  8%, 1%, -2%, ?, 1, -2%, -3%, ·, -18%
31	Cc1c(CCOC(=O)CC23CC4CC(CC(C4)C2)C3)sc[n+]1CC(=O)c1ccccc1
  2%, ?, 22%, 3%, -2, -15%, -15%, ?, ?
32	O=C(CNC(=O)c1ccccc1)OCc1cc(=O)n2nc(C3CC3)sc2n1
  -1%, 1%, ·, 1%, -2, 1%, 0%, -20%, 2%
33	CCCCc1ccc(N2C(=O)[C@@H]3C(CC(N)=O)NC4(C(=O)Nc5ccc(F)cc54)[C@@H]3C2=O)cc1 (some centres undefined)
  7%, ?, -2%, -1%, -2, 8%, -10%, ?, -9%
34	COc1cc(C(=O)Nc2ccc3c(c2)ncn3C(C)(C)C)cc(OC)c1OC
  19%, -7%, 11%, 15%, -1, 3%, -7%, -4%, 2%
35	COc1cc2c(cc1OC)C(c1ccc(C)o1)CC(=O)N2 (centres undefined)
  3%, -5%, -4%, -7%, 12, -20%, -2%, ?, 2%
36	COc1ccc(N2C(=O)CC(Nc3ccc(N4CCOCC4)cc3)C2=O)c(OC)c1 (centres undefined)
  0%, -20%, -2%, -5%, 10, -2%, -7%, ?, 14%
37	O=c1[nH]c(NC2CCCCC2)nnc1Cc1ccccc1
  -2%, -7%, -4%, 1%, -12, 34%, -13%, -26%, -20%
38	Cc1cc2c(c(=O)o1)C(c1cccs1)C(C#N)=C(N)O2 (centres undefined)
  -12%, -13%, -1%, -4%, 2&-7, -27%, -8%, ?, -14%
39	O=C(Cc1ccc2c(c1)OCCO2)Nc1ccc(Cl)c(S(=O)(=O)N2CCOCC2)c1
  ·, ·, 2%, 9%, -2, -20%, 2%, 352%[activator], -13%
40	Cc1ccc(N2CCN(C(=O)c3ccc(Nc4nc5ccccc5n5nnnc45)cc3)CC2)c(C)c1
  3%, 1%, ·, 5%, 2, -26%, 21%, -23%, -16%
41	CC(C)CNC(=O)COC(=O)c1ccc(Cl)c(S(N)(=O)=O)c1
  8%, -5%, 13%, -1%, -1, 12%, -9%, 0%, 6%
42	CCC(C)(C)NC(=O)C1CCC(CNS(=O)(=O)c2cccc3nsnc23)CC1 (centres undefined)
  5%, -10%, 31%, 0%, -2, 12%[56.9 µM], 2%, ·, 7%
43	CCc1ccc(OCC(=O)N(CC)CC)cc1
  -13%, ?, 0%, -8%, -3, -8%, -6%, -5%, -5%
44	CC(=O)Oc1ccc2c(=O)c(Oc3ccccc3)c(C)oc2c1OC(C)=O
  -15%, -7%, 3%, -5%, 22, ?, ?, ?, ?
45	COc1ccccc1-n1c(CNC(=O)c2ccc(S(=O)(=O)N3CCOCC3)cc2)n[nH]c1=S
  18%, 0%, 21%, ·, -19, 9%, -6%, 18%, -2%
46	O=C(CCCSc1nc2sc3c(c2c(=O)[nH]1)CCC3)NCCO
  21%, -6%, -3%, -3%, -6, 20%, -18%, -3%, -10%
47	COc1ccc(C(=O)OCC(=O)NC2CC2)cc1OC
  ·, ·, -12%, 5%, -3, 14%, -11%, 9%, -5%
48	COc1ccc(C(CNC(=O)CSc2ccccc2F)N2CCOCC2)cc1 (centres undefined)
  ·, ·, -13%, -2%, -3, -12%, -14%, -4%, -4%
49	NNC(=O)c1nn(-c2ccc(Cl)cc2)cc1O
  -4%, -2%, -6%, -1%, 3, -2%[11.4 µM], -4%, 4%, 11%
50	COc1cccc(NC(=O)CN(C)C(=O)c2cc3ccccc3cc2OC)c1
  ·, ·, -10%, -4%, -9, 26%, -23%, 4%, -2%
51	CN1CCN(/C=N/C2=C(C#N)C(c3ccccc3)C3=C(CC(C)(C)CC3=O)O2)CC1 (centres undefined)
  10%, -12%, -2%, -6%, 4, 36%, -18%, -1%, 8%
52	COc1ccc(NC(=O)Cn2c(C(C)C)nc(C)cc2=O)cc1Cl
  -1%, -6%, -3%, -5%, -6, 21%, -17%, 0%, -1%
53	COc1ccc(C)cc1NC(=O)C1CCCN(S(=O)(=O)c2cccs2)C1 (centres undefined)
  5%, -13%, 3%, 5%, -3, 7%, -11%, -8%, -25%

# Results in sequence from above:
# LDHA block, compounds 41–49 → -1, -2, -3, 22, -19, -6, -3, -3, 3
# Apoferritin bind, compounds 41–49 → -5%, -10%, ?, -7%, 0%, -6%, ·, ·, -2%
# Pol beta inh, compounds 41–49 → 8%, 5%, -13%, -15%, 18%, 21%, ·, ·, -4%
